ERp5 block = inhibitors of ERp5-driven insulin aggregation, primary screen, biochemical, turbidity, absorbance 650 nm, single point; Protein disulfide-isomerase A6 (Homo sapiens), Q15084; 90 min; inhibition, % at 9.99 µM; 350,000 compounds, 0.05% hits;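 active means mean replicate inhibition above about 25%, with every replicate also reaching it, limit read from the data, passing the limit was not always enough; inconclusive means only one of those two criteria met; inactive means neither criterion met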
Target sequence (Q15084 whole entry, looked up): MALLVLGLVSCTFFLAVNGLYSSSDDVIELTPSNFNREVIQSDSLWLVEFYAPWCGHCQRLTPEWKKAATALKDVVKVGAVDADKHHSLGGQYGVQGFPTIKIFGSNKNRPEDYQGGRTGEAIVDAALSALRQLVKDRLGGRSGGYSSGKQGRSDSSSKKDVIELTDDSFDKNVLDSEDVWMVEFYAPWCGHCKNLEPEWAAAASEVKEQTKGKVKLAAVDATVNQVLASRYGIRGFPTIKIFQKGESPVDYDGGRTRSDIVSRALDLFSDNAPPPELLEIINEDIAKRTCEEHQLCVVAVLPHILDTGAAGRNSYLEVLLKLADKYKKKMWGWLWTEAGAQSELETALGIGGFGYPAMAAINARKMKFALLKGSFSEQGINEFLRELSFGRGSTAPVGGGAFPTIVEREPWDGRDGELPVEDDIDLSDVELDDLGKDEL
SIRT5 block = SIRT5 desuccinylase inhibitors, primary screen, biochemical, fluorescence imaging, single point, set 5. NAD-dependent protein deacylase sirtuin-5, mitochondrial (Homo sapiens), Q9NXA8. Purified SirT5, succinyl-peptide AMC, trypsin-coupled fluorescence. inhibition, % at 15 µM. 330,000 compounds, 1.1% hits. AID 652115, 2013; in the data active means inhibition above about 15%; inconclusive means no clear call, values can overlap the other calls
Target sequence (Q9NXA8 whole entry, looked up): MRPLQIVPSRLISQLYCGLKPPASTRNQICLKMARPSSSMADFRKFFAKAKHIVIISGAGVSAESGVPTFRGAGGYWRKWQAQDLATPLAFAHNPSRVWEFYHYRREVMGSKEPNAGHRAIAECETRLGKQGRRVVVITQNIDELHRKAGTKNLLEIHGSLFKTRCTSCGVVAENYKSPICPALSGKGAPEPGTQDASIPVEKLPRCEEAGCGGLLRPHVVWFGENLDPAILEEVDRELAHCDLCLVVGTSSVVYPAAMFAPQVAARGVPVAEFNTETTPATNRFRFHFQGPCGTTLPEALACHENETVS
Statin myotox sup = suppressors of statin myotoxicity in C2C12 myotubes, primary screen, cell-based, single point, plate reader; C2C12 myotubes + simvastatin, ATP luminescence, 48 h; scaled: DMSO 0, geranylgeraniol control 100; rescue of ATP level, % at 7.49 µM; 330,000 compounds, 0.78% hits;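 active means mean ATP rescue above about 67%, or every replicate alone reaching that limit, limit read from the data, passing the limit was not always enough; inconclusive means no clear call, values can overlap the other calls; inactive means mean under the limit and some replicate under it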;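 further: myotubes were challenged with 10 µM simvastatin during compound exposure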
Cneo AK release = Cryptococcus neoformans cell lysis inducers, primary screen, AK release luminescence, single concentration; lysis activity, % at 15 µM; 360,000 compounds, 0.2% hits; C. neoformans lysis, adenylate kinase release luminescence, 4 h; normalised: neutral wells 0, clomiphene wells 100;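 active means mean lysis activity across replicates of at least 80%, whatever share of replicates individually reach that level; inactive means mean lysis activity below 80%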
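Assay system: Cryptococcus neoformans yeast cells / Dosing: single-point compound dose / Timing: 4 h at 37 °C static, read 1 h later / Measured by: luminescence of released adenylate kinase using an AK detection reagent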
esBAF inh = Bmi1 luciferase reporter increase in mESCs, primary screen, esBAF inhibitor project, mouse ES cells, Bmi1 luciferase knock-in, single point; AID 602393, 2012; 350,000 compounds, 2% hits; reporter increase, % at 12.5 µM; 24 h; 100% = twice the neutral-well signal; in the data active means activation above about 40%; inconclusive means no clear call, values can overlap the other calls;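 further: 0% = median of the plate's neutral control wells and 100% = double that signal; a rise in the Bmi1 reporter signal indicates esBAF inhibition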
miR122 inh = miR-122 Renilla sensor signal increase in Huh7, primary screen, miR-122 inhibitor project, cell-based, single point, plate reader. activation (reporter increase), % at 12.5 µM. 340,000 compounds, 0.3% hits. Huh7 miR-122 Renilla luciferase sensor, 48 h; neutral wells = 0, positive control = 100;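 active means mean replicate activation score at least 90 and every replicate individually at or above 90; inconclusive means only one of the two criteria met; inactive means neither criterion met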;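 further: higher luciferase means less miR-122 activity so hits act as miR-122 inhibitors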
ARNT-TACC3 inh = disruptors of ARNT/TACC3 protein interaction, primary screen, biochemical, AlphaScreen, single concentration. Transforming acidic coiled-coil-containing protein 3 (Homo sapiens), Q9Y6A5. AlphaScreen His-ARNT PAS-B/GST-TACC3 binding, luminescence; TACC3 fragment carries E629A point mutation. inhibition, % at 9.99 µM. 390,000 compounds, 0.66% hits. AID 623870, 2012;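 active means mean inhibition of replicates at least 50% and at least half of replicates each reaching 50%; inconclusive means half or more replicates reach 50% but mean below 50%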;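 further: 0% = complete ARNT plus TACC3 wells and 100% = ARNT alone without TACC3; many hits fall short of the cut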
The depositor's hits bear a star; ? = inconclusive; · = no result given; & = joins results of further samples; [ ] = remark or other dose.

SMILES	miR122 inh	SIRT5 block	ARNT-TACC3 inh	esBAF inh	ERp5 block	Cneo AK release	Statin myotox sup
CCc1ccc(N=CC23c4ccccc4C(c4ccccc42)C2C(=O)N(c4ccc(OC)cc4)C(=O)C23)cc1 (stereo not drawn)	4	·	4	9	·	0	-24
COc1ccc(NC(=O)COc2ccc(C(=O)OCC(=O)N(C(C)C)C(C)C)cc2OC)cc1	·	-3	-5	1	0	-1	8
C[C@@H]1CN([C@@H](C)CO)S(=O)(=O)c2ccc(C3=CCCC3)cc2O[C@@H]1CN(C)C(=O)C1CCC1	-11[16.7 µM]	1	-12	-3	1	0	1
COc1ccccc1C(=O)N1CCN(Cc2ccc3c(c2)OCO3)CC1	0	·	-9	-1	·	0	7
O=C(O)CCNC(=O)/C(=C\C=C\c1ccccc1)NC(=O)c1ccccc1	·	4	9	·	3	3	·
COc1ccc(NC(=O)N(C)C[C@H]2OCc3ccccc3-c3ccccc3C(=O)N([C@@H](C)CO)C[C@H]2C)c(OC)c1	·	0	0	0	-3	-1	-12
C=C[C@@]1(C)CC(=O)[C@]2(O)[C@@]3(C)[C@@H](O)CCC(C)(C)[C@@H]3[C@H](OC(C)=O)[C@H](O)[C@@]2(C)O1	-10	-1	-10	3	6	-1	13
O=C(c1cccs1)N1CCC(c2nc3c(nnn3Cc3cccc(Cl)c3)c(=O)[nH]2)CC1	·	-2	28	6	0	4	23
COc1ccccc1CNC(=O)c1cc(-c2ccccc2C)n(CC2CC(c3cccc([N+](=O)[O-])c3)=NO2)n1 (stereo not drawn)	12	·	16	2	?	2	-11
CC1CN(C2=Nc3cccc4cccc2c34)CC(C)O1 (stereo not drawn)	17	-1	30	·	-3	3	·

Additional compounds follow.
SMILES	miR122 inh	SIRT5 block	ARNT-TACC3 inh	esBAF inh	ERp5 block	Cneo AK release	Statin myotox sup
Cc1nn(-c2ccc(C(=O)O)cc2)c2c1C(=O)CC(C)(C)C2	·	5	-11	·	-1	·	·
Cc1cc(=O)oc2cc(OCCC[n+]3ccccc3)ccc12	3	-3	-3	·	6	1	·
N#C[C@@H]1N[C@H](CO)[C@@H]1c1ccc(C#CC2CCCC2)cc1	·	-6	-6	1	0	3	4
Cc1cccc(S(=O)(=O)N2C[C@H](O)COC[C@H]3O[C@H](CC(=O)N4CCN(C)CC4)CC[C@@H]32)c1	-1[16.7 µM]	2	0	-7	-1	0	0
O=C(Nc1nc(-c2cccs2)c(-c2cccs2)s1)C1(c2ccccc2)CC1	5	8	-2	·	3	3	·
O=C(C[C@@H]1C[C@H]2c3cc(NC(=O)Nc4ccccc4)ccc3O[C@H]2[C@@H](CO)O1)NCc1cccc(F)c1	-4[16.7 µM]	0	-2	0	-12	-1	1
Oc1ccc(NC(=S)Nc2ccccc2)cc1	-6	-2&4	4	·	4&-1	-3	·
C[C@@H]1CN([C@@H](C)CO)C(=O)c2cccc(NS(=O)(=O)c3ccc(Cl)cc3)c2O[C@@H]1CN(C)Cc1ccc(C(=O)Nc2ccccc2N)cc1	129*[16.7 µM]	9	0	-25	-12	3	·
O=S(=O)(c1cccc2cccnc12)N1CCCCC1	5	0	-8	7	2	6	1
OCC1(C2=NOC(O)(C(F)(F)F)C2)CCCCC1 (stereo not drawn)	-9	·	-8	-7	·	3	7

Continued:
SMILES	miR122 inh	SIRT5 block	ARNT-TACC3 inh	esBAF inh	ERp5 block	Cneo AK release	Statin myotox sup
COc1cccc(CNC(C)(C)CO)c1OCc1ccc(Cl)cc1	·	0	-1	·	-7	·	·
Cc1cc(N2CCCCC2)n2nc(C)c(-c3ccccc3)c2n1	0	·	-30	15	·	5	-36
Cc1cc(C)cc(NC(=O)C2CCN(c3cnccn3)CC2)c1	·	-3	-19	·	-1	·	·
C/C=C/COC(=O)c1[nH]c2c(c1C)C(=O)CC(c1ccc(N(C)C)cc1)C2 (stereo not drawn)	3	·	-2	17	1	-2	-12
Cc1c(C(=O)Nc2nccs2)oc2c(Cl)cccc12	·	-4	-1	19	2	·	-8
COCC(=O)Nc1ccc2c(c1)C(=O)N(C)[C@H]1CC[C@H](CC(=O)O)O[C@H]1CO2	29[16.7 µM]	·	-3	-3	·	-2	-19
C[C@@H]1CN([C@@H](C)CO)C(=O)c2cc(-c3ccccc3)cnc2O[C@H]1CN(C)C(=O)Nc1ccccc1	-1[16.7 µM]	9	-8	-1	-2	0	18
c1cncc(CNc2ncnc3ccc(-c4ccoc4)cc23)c1	10	·	-4	-19	2	0	0
CCOc1ccc(Br)cc1S(=O)(=O)N1CC(C)OC(C)C1 (stereo not drawn)	38	·	5	-1	·	12	2
Cc1ccc(S(=O)(=O)Nc2ccc(O)c3cccnc23)cc1	15	-2	·	4	-7	-5	34

Compounds above that have a furan ring, fused or not (2):
SMILES	miR122 inh	SIRT5 block	ARNT-TACC3 inh	esBAF inh	ERp5 block	Cneo AK release	Statin myotox sup
Cc1c(C(=O)Nc2nccs2)oc2c(Cl)cccc12	·	-4	-1	19	2	·	-8
c1cncc(CNc2ncnc3ccc(-c4ccoc4)cc23)c1	10	·	-4	-19	2	0	0

Later entries
SMILES	miR122 inh	SIRT5 block	ARNT-TACC3 inh	esBAF inh	ERp5 block	Cneo AK release	Statin myotox sup
C[C@H]1CN([C@@H](C)CO)C(=O)c2cccc(N(C)C)c2O[C@H]1CN(C)C(=O)Nc1ccc(F)cc1	1[16.7 µM]	1	-6	9	1	52	8
C[C@H](CO)N1C[C@H](C)[C@H](CN(C)S(=O)(=O)c2ccccc2)Oc2c(NS(=O)(=O)c3ccc(Cl)cc3)cccc2C1=O	21[16.7 µM]	2	-3	4	1	-3	10
CNC(=S)N1CCN=C1Nc1nc(C)cc(C)n1	6	-5	3	1	-3	3	11
COC(=O)Nc1ccc2ccc3c(NC(=O)OC)ccc4ccc1c2c43	1	0	·	0	2	·	-4
Cc1ccc(NC(=O)c2ccc(OC(=O)c3ccco3)cc2)cc1	-2	-1	-2	54*	-4	-4	-14
O=C(C[C@H]1CC[C@@H](NC(=O)Nc2ccc(C(F)(F)F)cc2)[C@H](CO)O1)NCCN1CCCC1	7[16.7 µM]	-4	-5	-6	0	1	-6
O=C(OCC1OC(n2ccc(=O)[nH]c2=O)C(O)C1OC(=O)c1ccccc1)c1ccccc1 (stereo not drawn)	-3	·	-9	7	·	0	·
COc1cccc(C(=O)Nc2ccc(S(=O)(=O)N3CCN(C)CC3)cc2)c1	·	-1	·	-4	2	1	1
CN(Cc1ccccc1)CC(O)CN(C)Cc1ccccc1	·	-1	-5	-2	-1	-1	-1
COc1cc(SC)ccc1C(=O)NNC(=O)c1cc(C)oc1C	-3	-2	1	·	-1	-8	-83

New compounds follow:
SMILES	miR122 inh	SIRT5 block	ARNT-TACC3 inh	esBAF inh	ERp5 block	Cneo AK release	Statin myotox sup
Cc1ncc([N+](=O)[O-])n1CC(=O)Nc1ccccc1Cl	0	-3	·	-9	3	0	9
COc1ccc(S(=O)(=O)Nc2ccc(S(=O)(=O)N3CCCCC3)cc2)cc1	56	·	-5	·	·	0	·
Cc1ccc2c(CC(=O)O)coc2c1C	3	·	·	-7	·	1	-6
COc1ccc(C(=O)N(Cc2ccccc2)c2ccc(C)cc2)cc1S(=O)(=O)N1CCOCC1	-9	1	-8	23	-16	0	7
CC(=O)NC(c1ccc(C(C)C)cc1)c1c(O)ccc2ccccc12 (stereo not drawn)	-9	0	·	-10	1	-1	38
Cc1ccc(NC(=O)CCCN2C(=O)NC(C)(C)C2=O)cc1	-1	-5	·	-4	-2	0	5
Cc1ccc(C(=O)N/C(=C/c2ccc(-c3cccc([N+](=O)[O-])c3)o2)C(=O)NCCCN(C)C)cc1	-2	1	15	-5	-1	11	-8
COc1ccc(OCC(=O)Nc2c3c(nn2C(C)(C)C)CSC3)cc1	·	-5	-2	·	5	·	·
O=c1ccn(CCOc2ccc(Cl)cc2)c(=O)[nH]1	1	·	-7	-3	·	0	-6
Cc1ccsc1/C=N/NC(=O)c1cccnc1	·	4	0	0	1	·	-7

Further results
SMILES	miR122 inh	SIRT5 block	ARNT-TACC3 inh	esBAF inh	ERp5 block	Cneo AK release	Statin myotox sup
Cc1ccc(-c2cnc3c(c2)C(=O)N([C@H](C)CO)C[C@@H](C)[C@@H](CN(C)C(=O)c2ccccc2)O3)cc1	3[16.7 µM]	-1	5	-6	6	-2	-7
CSc1nc2nc3c(cc2c(=O)n1-c1ccccc1C)COC(C)(C)C3	2	-4	-6	-4	1	-1	11
O=C(Nc1ncccn1)C1CCCN1S(=O)(=O)c1ccc(Cl)c(Cl)c1 (stereo not drawn)	0	4	1	-3	3	-1	36
C=CCNc1nc(Nc2ccc(OC)c(OC)c2)c2sc(-c3ccccc3)cc2n1	4	-7	·	-7	-1	-8	-149
COc1ccc(C(CNC(=O)COc2ccccc2-c2ccccc2)N2CCOCC2)cc1 (stereo not drawn)	·	-2	-3	·	-2	·	·
Cc1cc(SCC(=O)N2CCCC2=O)nc2c(C)cccc12	2	9	-3	-3	1	2	2
Cc1ccc2oc(=O)c3cnn(CC(=O)NCCN4CCOCC4)c3c2c1	2	0	0	-5	-1	0	8
O=C(NC(c1ccccc1)c1ccccc1)c1ccccc1	1	·	-6	5	-2	-2	3
CCOC(=O)/C(C#N)=C\c1cn(C)c2ccccc12	·	-1	-1	·	4	·	·
Cc1ncoc1C(=O)N1CCCC(C(=O)c2cccc3ccccc23)C1 (stereo not drawn)	-1	2	1	3	-1	·	-4

Following part
SMILES	miR122 inh	SIRT5 block	ARNT-TACC3 inh	esBAF inh	ERp5 block	Cneo AK release	Statin myotox sup
CCN(CC)S(=O)(=O)c1ccc(C(=O)OCCNC(=O)c2cccnc2)cc1	-8	·	-6	4	·	0	1
CCOc1cc(N2CCOCC2)c(OCC)cc1NC(=O)c1ccco1	·	1	1	·	4	·	·
CC1Cc2ccccc2N1Cc1ccc([N+](=O)[O-])cc1 (stereo not drawn)	-2	-1	7	-8	-2	0	31
O=C(c1ccccn1)N1C[C@H]2[C@@H](c3ccccc31)[C@@H](CO)N2C(=O)Nc1ccccc1Cl	33[16.7 µM]	·	4	-2	·	-4	-7
CCOc1cc(NC(=O)CCl)c(OCC)cc1NC(C)=O	-1	-4	-2	-4	3	20	3
COc1ccccc1S(=O)(=O)N[C@H]1CC[C@@H](CCNC(=O)C2CCOCC2)O[C@@H]1CO	·	1	1	-4	0	50	9
Cn1nccc1C(=O)N1CCCC(N2CCN(Cc3ccc4c(c3)OCO4)CC2)C1 (stereo not drawn)	·	0	·	-5	0	3	5
CC1CC(OCC(O)CN2CCOCC2)CC(C)(C)C1 (stereo not drawn)	-1	·	·	4	-3	18	-7

Source: PubChem BioAssay
